Screens: PubChem, several laboratories
Rin1-Abl PPI inh: inhibitors of Rin1-Abl protein binding, primary screen, biochemical, TR-FRET. 360,000 compounds, 0.4% hits. inhibition, % at 7.35 µM. AID 588664, 2011; in the data active = inhibition above about 5%, passing the limit was not always enough
MsrA inhibitor: bovine MsrA enzyme inhibitors, primary screen, biochemical, absorbance, HTS; Methionine sulfoxide reductase A (Bos taurus); purified bovine MsrA, absorbance read-out; inhibition, % at 15.5 µM; 360,000 compounds, 0.75% hits; AID 651718, 2012; in the data active = inhibition above about 4.5%;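 also: 0% = vehicle wells with enzyme and 100% = reference inhibitor wells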
FAS-TE inh: FAS thioesterase domain inhibitors, primary screen, biochemical, fluorescence intensity, uHTS; recombinant FAS-TE, OMFH fluorogenic substrate, fluorescence endpoint; 360,000 compounds, 0.67% hits; inhibition, % at 15 µM; Fatty acid synthase (Homo sapiens), P49327; AID 602261, 2012;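 active = compounds whose normalised, plate-corrected inhibition of enzyme fluorescence in the single-dose primary screen is 50% or more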;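 also: 0% = DMSO with enzyme and 100% = substrate without enzyme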
Target sequence (P49327 whole entry, looked up, the tested form may be a part): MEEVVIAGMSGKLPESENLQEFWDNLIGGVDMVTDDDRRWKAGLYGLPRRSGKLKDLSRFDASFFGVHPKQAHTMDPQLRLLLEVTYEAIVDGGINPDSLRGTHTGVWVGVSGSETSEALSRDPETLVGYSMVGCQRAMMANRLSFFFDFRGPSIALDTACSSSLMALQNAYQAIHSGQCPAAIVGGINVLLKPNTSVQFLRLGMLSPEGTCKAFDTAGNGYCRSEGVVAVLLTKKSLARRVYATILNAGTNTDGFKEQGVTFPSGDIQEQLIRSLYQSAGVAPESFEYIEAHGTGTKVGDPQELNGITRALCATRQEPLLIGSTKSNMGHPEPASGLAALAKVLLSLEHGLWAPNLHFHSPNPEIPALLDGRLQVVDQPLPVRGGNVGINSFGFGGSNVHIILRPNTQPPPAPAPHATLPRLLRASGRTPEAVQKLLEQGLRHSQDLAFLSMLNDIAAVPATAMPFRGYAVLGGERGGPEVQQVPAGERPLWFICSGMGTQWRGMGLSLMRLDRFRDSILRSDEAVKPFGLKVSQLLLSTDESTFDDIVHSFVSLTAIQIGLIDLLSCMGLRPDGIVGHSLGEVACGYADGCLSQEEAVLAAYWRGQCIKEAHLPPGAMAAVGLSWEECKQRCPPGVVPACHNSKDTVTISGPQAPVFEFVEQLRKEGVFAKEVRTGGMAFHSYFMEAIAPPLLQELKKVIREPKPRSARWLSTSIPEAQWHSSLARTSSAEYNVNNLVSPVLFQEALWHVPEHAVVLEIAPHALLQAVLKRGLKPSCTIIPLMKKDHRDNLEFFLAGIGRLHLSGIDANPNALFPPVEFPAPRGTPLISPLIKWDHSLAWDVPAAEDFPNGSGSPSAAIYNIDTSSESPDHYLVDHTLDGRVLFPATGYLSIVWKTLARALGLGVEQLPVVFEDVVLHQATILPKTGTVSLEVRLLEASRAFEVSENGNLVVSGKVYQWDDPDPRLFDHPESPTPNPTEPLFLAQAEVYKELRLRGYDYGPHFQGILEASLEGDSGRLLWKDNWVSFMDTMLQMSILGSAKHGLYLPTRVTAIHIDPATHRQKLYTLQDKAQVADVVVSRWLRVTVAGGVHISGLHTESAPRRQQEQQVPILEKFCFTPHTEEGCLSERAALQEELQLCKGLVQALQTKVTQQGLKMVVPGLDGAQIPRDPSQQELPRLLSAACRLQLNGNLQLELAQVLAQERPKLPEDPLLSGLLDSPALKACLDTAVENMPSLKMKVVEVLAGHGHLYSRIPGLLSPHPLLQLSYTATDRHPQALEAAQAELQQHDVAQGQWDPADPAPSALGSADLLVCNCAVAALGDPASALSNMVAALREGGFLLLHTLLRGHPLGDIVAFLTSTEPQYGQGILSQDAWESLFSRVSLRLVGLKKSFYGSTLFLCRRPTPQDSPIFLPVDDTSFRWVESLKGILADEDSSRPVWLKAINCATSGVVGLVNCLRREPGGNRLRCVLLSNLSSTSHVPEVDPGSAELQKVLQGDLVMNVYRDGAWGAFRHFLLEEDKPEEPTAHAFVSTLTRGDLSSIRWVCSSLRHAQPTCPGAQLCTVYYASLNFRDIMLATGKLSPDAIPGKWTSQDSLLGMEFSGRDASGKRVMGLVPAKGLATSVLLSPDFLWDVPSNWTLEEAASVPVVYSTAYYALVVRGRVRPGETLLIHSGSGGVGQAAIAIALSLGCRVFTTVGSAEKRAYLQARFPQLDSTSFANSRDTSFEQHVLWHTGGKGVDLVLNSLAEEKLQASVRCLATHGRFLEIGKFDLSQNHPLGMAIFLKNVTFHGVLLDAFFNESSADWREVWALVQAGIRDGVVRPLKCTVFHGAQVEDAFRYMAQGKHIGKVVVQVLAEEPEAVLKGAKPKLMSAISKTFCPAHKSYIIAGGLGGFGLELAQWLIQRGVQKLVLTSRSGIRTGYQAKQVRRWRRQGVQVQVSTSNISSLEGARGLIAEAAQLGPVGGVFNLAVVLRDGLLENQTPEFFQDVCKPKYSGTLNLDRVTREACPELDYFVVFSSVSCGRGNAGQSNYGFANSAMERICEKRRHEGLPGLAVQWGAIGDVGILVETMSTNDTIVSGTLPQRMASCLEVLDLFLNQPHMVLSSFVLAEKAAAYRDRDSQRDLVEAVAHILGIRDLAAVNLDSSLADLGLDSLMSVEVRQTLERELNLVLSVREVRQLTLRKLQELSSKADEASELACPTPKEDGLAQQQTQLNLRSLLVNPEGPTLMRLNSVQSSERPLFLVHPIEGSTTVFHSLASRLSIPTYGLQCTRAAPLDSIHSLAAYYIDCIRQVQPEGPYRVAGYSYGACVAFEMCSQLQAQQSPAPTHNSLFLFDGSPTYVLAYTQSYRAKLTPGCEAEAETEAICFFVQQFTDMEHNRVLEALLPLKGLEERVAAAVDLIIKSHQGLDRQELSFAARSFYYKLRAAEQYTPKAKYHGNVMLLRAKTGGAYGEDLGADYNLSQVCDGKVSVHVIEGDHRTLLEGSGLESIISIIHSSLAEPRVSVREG
bovine MsrA act: bovine MsrA enzyme activators, primary screen, biochemical, absorbance, HTS. activation, % at 10.6 µM. 360,000 compounds, 0.3% hits. Methionine sulfoxide reductase A (Bos taurus). purified bovine MsrA, absorbance read-out; in the data active = activation above about 7.5%;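 also: 0% = vehicle and 100% = reference activator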
PABP1 MLLE inh: inhibitors of PABP1 MLLE–PAM2 peptide binding, primary screen, biochemical, fluorescence polarization, FITC-PAM2, GST-MLLE. inhibition, % at 20 µM. 360,000 compounds, 0.36% hits. Polyadenylate-binding protein 1 (Homo sapiens), P11940; in the data active = inhibition above about 35%, passing the limit was not always enough;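 also: plate controls were DMSO wells with GST-MLLE for no effect and wells lacking GST-MLLE protein for full effect; some results filed as inactive read as strong as hits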
CSN deneddyl inh: inhibitors of CSN-mediated cullin deneddylation, primary screen, biochemical, fluorescence polarization, uHTS; inhibition, % at 12.5 µM; Purified CSN, SCF-Nedd8-OG deneddylation; AID 651999, 2013; 360,000 compounds, 0.38% hits; COP9 signalosome complex subunit 5 (Homo sapiens), Q92905;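 active = pattern-corrected inhibition above about 35%, with an unprinted fluorescence ratio check between 0.5 and 1.5, limit read from the data, passing the limit was not always enough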;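 also: 0% = enzyme with substrate and 100% = substrate without enzyme; some results filed as inactive read as strong as hits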
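Schedule: reaction 90 min, room temperature / Assay system: HEK293T-derived human Csn5 enzyme / Input: Csn5 at 0.24 nM final / Measure: inhibition of Csn5 cleavage, % / Control set: substrate-only high control, full reaction low control / Technique: fluorescence polarization of the substrate / Buffer or medium: Tris/NaCl/DTT buffer, pH 7.5 / Reagent: SCFSkp2-Nedd8OG substrate at 10 nM final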
E coli Lon inh: inhibitors of E. coli Lon protease, primary screen, biochemical, fluorescence polarization; P0A9M0; purified E. coli Lon protease; inhibition, % at 7.94 µM; 360,000 compounds, 0.42% hits; AID 602123, 2011; in the data active = inhibition above about 13%, passing the limit was not always enough;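 also: 0% = enzyme with probe and DMSO and 100% = no enzyme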
MT1-MMP act inh: blockers of MT1-MMP proenzyme processing, primary screen, HT1080 RFP-PRO-GFP cells, GFP/RFP fluorescence. 360,000 compounds, 0.061% hits. GFP/RFP ratio change, % at 20 µM. GFP/RFP ratio fluorescence, overnight; percent of plate control window, DMSO zero;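 active = GFP/RFP ratio change of at least 30% with cell ATP level not reduced by more than half and red fluorescence within 50% of control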; also: strong numbers were not always called active
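Test system: HT1080 cells expressing an RFP-PRO-GFP fluorescent reporter construct / Compound dosing: single-point 20 µM compound, 1% DMSO / Schedule: cells overnight before dosing, compound overnight, 37 °C, 5% CO2 / Evaluation: GFP/RFP fluorescence ratio / Control set: DMSO and RFP-L50D-GFP cell wells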
Rpn11 block: Rpn11 (PSMD14) deubiquitinase inhibitors, primary screen, biochemical, fluorescence polarization, uHTS | 26S proteasome non-ATPase regulatory subunit 14 (Homo sapiens), O00487 | human 26S proteasome, Ub4-pepOG fluorescence polarization; 20S core pre-blocked with epoxomicin | calls only at 20 µM | 360,000 compounds, 0.59% hits;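 active = inhibition at 20 µM, scaled to each plate's controls, above about 33%, limit read from the data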
Starred values were filed as active, the others as inactive; i = inactive; . = no result given; + = active, no number. Compounds as they come; about 3.7% have a hit in one of these screens.

SMILES	Rin1-Abl PPI inh	MsrA inhibitor	FAS-TE inh	bovine MsrA act	PABP1 MLLE inh	CSN deneddyl inh	E coli Lon inh	MT1-MMP act inh	Rpn11 block
CCC(C)Oc1ccc(/C=C/c2[nH]c(=O)[nH]c(=O)c2[N+](=O)[O-])cc1OC (configuration not stated)	7	7.6*	-5	-3	-10	6	-3	-2	i
NC(=O)c1ccsc1NC(=O)COC(=O)c1cccnc1Cl	1	-0.5	-8	1	-5	0	-10	4	i
Cc1cccc(C=Nc2ccc3c4c(cccc24)CC3)c1O	3	0.9	9	-4	43	3	-75	-184	i
Cc1ccc(S(=O)(=O)NCCC(=O)N2CCCCCCC2)cc1	4	-2.0	-6	-2	5	3	-14	3	i
Cc1ccc(C(=O)NCCc2nnc3ccc(SCC(=O)Nc4ccc(C)cc4C)nn23)cc1	0	0.5	1	2	6	-2	-8	-1	i
CCc1nc(SCC(=O)Nc2nccs2)c2oc3ccccc3c2n1	-19	-0.3	-10	-3	-11	14	2	-5	i
O=C(CSc1ccccc1)OCC(=O)N1CCN(C(=O)c2ccco2)CC1	0	0.1	-6	-7	13	4	1	4	i
CC(=O)Nc1ccc(C(=O)OCC(=O)N2CCN(C(=O)c3ccco3)CC2)cc1	-1	-0.5	-8	-11	-4	3	0	4	i
CCOc1ccc(-c2nnc(SCc3nc4ccccc4[nH]3)n2N)cc1	-1	-0.8	-7	-2	-110	0	-7	4	i
COCCOC(=O)c1c(C)oc2ccc(O)c(CN3CCC(C)CC3)c12 (tested in a mixture with another compound)	1	-0.3	-11	-3	3	0	-4	5	i
C=CCC(C(=O)NC(C)c1ccccc1)C(=O)NC(C)c1ccccc1 (configuration not stated)	-1	-0.2	-1	-2	2	-4	-2	-5	i
O=C1c2cccc3cccc(c23)C(=O)N1c1ccc2ncccc2c1	-9	0.7	-7	-15	-28	30	-6	0	+
COc1ccc(NC(=S)N(CCCN2CCOCC2)Cc2cn(C)c3ccccc23)cc1OC	6	1.4	-2	-2	-28	-6	-9	10	i
CCN(CC)S(=O)(=O)c1cccc(NC(=O)CCNC(=O)NC23CC4CC(CC(C4)C2)C3)c1	-3	.	18	-1	-25	-2	3	6	i
COc1cccc2sc(N3CCN(C(=O)c4ccc([N+](=O)[O-])o4)CC3)nc12	-6	.	14	2	4	-4	15	5	i
COc1ccc(-c2nc3n(n2)C(c2ccccc2Cl)C(C(N)=O)=C(C)N3)cc1 (configuration not stated)	-3	0.4	0	-2	3	2	-4	-1	i
O=C(N/N=C1/SCC(=O)N1Cc1ccco1)c1ccccc1F	-3	0.6	-5	-3	9	-1	3	-6	i
CCC(=O)N(Cc1ccc(S(N)(=O)=O)cc1)C1CC(=O)N(c2ccc(OC)cc2)C1=O (configuration not stated)	1	-0.3	-5	0	4	1	-15	2	i
COc1ccc(NC(=O)c2[nH]c(C)c(C(C)=O)c2C)cc1S(=O)(=O)N1CCOCC1	2	0.1	-1	-4	-1	-2	9	14	i
C=C(C(=O)c1ccccc1)C(C)CC(=O)c1ccccc1 (configuration not stated)	-5	-0.9	-6	8.5*	-15	5	-4	-4	i
CCOC(=O)C1=C(C)c2ccccc2N(C(=O)OC)C1(C)C(=O)OCC (configuration not stated)	2	0.2	0	-1	-94	-3	0	1	i
Cc1cc(NC(=O)CSc2ccccn2)no1	6	0.1	-6	-6	9	3	0	1	i
C#CCN1C=C(C(=O)OCC)C(C)NS1(=O)=O (configuration not stated)	-4	0.4	-8	-1	21	-9	-3	1	i
COc1ccc(CCNC(=O)c2ccc(Cl)c(S(=O)(=O)N3CCCCCC3)c2)cc1	-1	-1.7	26	-2	4	4	3	10	i
COc1ccc(N(CC(=O)Nc2cc(C)ccc2C)S(=O)(=O)c2c(C)nn(C)c2C)cc1	4	-0.2	-1	-7	3	-2	-19	10	i
Other structures.
SMILES	Rin1-Abl PPI inh	MsrA inhibitor	FAS-TE inh	bovine MsrA act	PABP1 MLLE inh	CSN deneddyl inh	E coli Lon inh	MT1-MMP act inh	Rpn11 block
CCN(CC)C(=O)c1[nH]cnc1C(=O)N[C@@H](CC(C)C)C(=O)OC(C)(C)C	3	-1.0	-5	-5	-4	-4	-4	-1	i
O=C(NN=C1CCCC1)c1n[nH]c2c1CCCC2	-3	0.4	-8	-5	3	0	4	5	i
CC(C)[C@H]1COC(NC2=N[C@@H](C(C)C)CO2)=N1	0	0.8	-5	-3	-7	-4	-3	-3	i
CC(=O)Nc1cccc(C)c1	0	0.2	-7	-3	5	3	-3	-2	i
O=C(Nc1c2c(nn1-c1cccc(Cl)c1)CS(=O)(=O)C2)c1ccc2c(c1)OCO2	2	-0.7	1	-4	7	-3	6	-1	i
Cc1ccccc1S(=O)(=O)Cc1ccc(C(=O)NCCCN2CCC(C)CC2)o1	1	-0.8	-4	-2	-3	0	-13	-1	i
CCOC(=O)C1(CCc2ccccc2)CCN(Cc2ccc(OC)cc2)CC1	6	0.0	-8	-5	13	3	-8	-1	i
Cc1nn(C)cc1CN1CCCC(C(=O)c2ccc(-c3ccccc3)cc2)C1 (configuration not stated)	3	0.7	-3	-3	-3	2	-4	6	i
O=S(=O)(c1ccccc1)c1cnc(-c2cccnc2)nc1-c1ccccc1	-3	1.1	6	-4	13	-1	-11	-4	i
CC(OC(=O)c1ccc2c(=O)n3c(nc2c1)CCC3)C(=O)NC1CCCCC1C (configuration not stated)	2	-0.5	18	-2	-3	2	6	-1	i
Brc1ccc(-c2nnc3n2-c2ccccc2CC3)cc1	1	0.5	4	1	10	-2	-4	-1	i
COc1ccc2sc(NC(=O)CC(C)C)nc2c1	-3	-0.1	-1	-2	1	4	-2	-2	i
COc1cc(OC)nc(NC(=O)NS(=O)(=O)c2ccc(OC(F)(F)F)cc2)n1	-1	0.2	-8	-4	-1	0	-3	0	i
Cc1ccc(C(=O)/C=C/c2cc(Br)cc(Br)c2O)o1	-3	2.0	-4	-11	-67	11	-34	-11	i
C/C(=N\NC(=O)CCCNc1ccccc1)c1ccncc1	6	-0.6	-14	-13	0	2	3	1	i
Cc1cccc(C)c1OCc1cc(C(=O)NC2CCC2)no1	1	-0.1	2	-1	4	-2	-1	-4	i
CCOc1ccc(N(CC(=O)NCc2ccc(C)cc2)S(=O)(=O)c2c(C)[nH]c(=O)[nH]c2=O)cc1	1	.	-1	-1	2	2	3	3	i
COC(=O)C1CCN(C(=O)/C(C)=C\c2ccccc2)CC1	-3	-0.1	-2	-3	3	4	0	2	i
Cc1ccc2cn[nH]c2c1[N+](=O)[O-]	1	4.0	-1	-4	-4	-7	-6	-2	i
Cc1ccc(NC(=O)c2cc(S(=O)(=O)N3CCCC3)cn2C)cc1C	1	0.1	6	-1	-1	6	8	-7	i
Cc1ccc(NS(=O)(=O)c2ccc(C)c(C(=O)Nc3ccc(S(=O)(=O)Nc4onc(C)c4C)cc3)c2)cc1	2	0.3	-6	-1	-4	3	-2	2	i
Cc1cccc(N2CCN(C(=O)Cn3cnc4c3c(=O)n(C)c(=O)n4C)CC2)c1C	1	-0.7	14	-4	-2	1	4	-2	i
COc1ccc(CCN2CCC(CN3C(=S)NC[C@@H]3CC(C)C)CC2)cc1OC	0	-1.5	-10	-4	-61	1	-1	2	i
Cc1cc(C)cc(N=C2NC(=O)CS2)c1	0	0.1	-7	-3	-5	1	-3	-2	i
CC(C)(C)NC(=O)C(c1cccs1)N(C(=O)c1csnn1)c1cccc(F)c1 (configuration not stated)	0	-1.6	1	-1	16	-1	10	2	i

3 records picked at random from those above, as already listed:
SMILES	Rin1-Abl PPI inh	MsrA inhibitor	FAS-TE inh	bovine MsrA act	PABP1 MLLE inh	CSN deneddyl inh	E coli Lon inh	MT1-MMP act inh	Rpn11 block
CCOC(=O)C1(CCc2ccccc2)CCN(Cc2ccc(OC)cc2)CC1	6	0.0	-8	-5	13	3	-8	-1	i
CC(=O)Nc1cccc(C)c1	0	0.2	-7	-3	5	3	-3	-2	i
COc1cc(OC)nc(NC(=O)NS(=O)(=O)c2ccc(OC(F)(F)F)cc2)n1	-1	0.2	-8	-4	-1	0	-3	0	i

The list continues.
SMILES	Rin1-Abl PPI inh	MsrA inhibitor	FAS-TE inh	bovine MsrA act	PABP1 MLLE inh	CSN deneddyl inh	E coli Lon inh	MT1-MMP act inh	Rpn11 block
O=C(COC(=O)CNS(=O)(=O)c1c(Cl)cccc1Cl)Nc1ccccc1Sc1ccccc1	-1	-0.7	-1	-5	-21	1	-2	0	i
CSc1ncnc2c1cnn2-c1ccc(C)cc1C	3	0.0	3	0	0	-2	6	-1	i
CCc1nc(NCC(C)C)c(C#N)c2c1COC(C)(C)C2	-2	-0.2	-4	-2	-2	-2	-2	-4	i
COc1ccc(C(=O)NC2(C(F)(F)F)C(=O)N(Cc3ccco3)C3=C2C(=O)CC(C)(C)C3)cc1OC (configuration not stated)	-2	1.5	-5	-16	-11	-4	-1	-1	i
CCO[C@@H]1OC(C(=O)NCc2ccccc2)=C[C@H](C2CCCCC2)[C@H]1CCCO	1	0.0	27	-8	-4	-1	-7	1	i
CC(=O)Oc1ccccc1N(C(C)=O)S(=O)(=O)c1cccc([N+](=O)[O-])c1	0	0.2	-7	-3	6	2	-1	3	i
O=C(CCC1CCCN(C(=O)CC2=CCCCC2)C1)N1CCN(c2ccccn2)CC1 (configuration not stated)	5	0.3	-4	-2	-6	2	-5	-3	i
O=C(CN(C(=O)c1csnn1)c1ccc(F)c(Cl)c1)NCc1ccccc1	-1	-1.1	3	-3	16	-1	-13	-1	i
COCCN(CCOC)S(=O)(=O)c1ccc(C(=O)Nc2nnc(C)o2)cc1	1	2.3	-9	-3	8	-1	-4	-3	i
Cc1cc(C)c2c(CN3CCCCC3)cc(=O)oc2c1	4	0.7	8	-1	-2	-3	21	1	i
O=C(NC(=S)N1CCOCC1)C12CCC3CC(CC(C3)C1)C2	-2	-1.3	0	-15	-11	6	-7	5	i
Oc1ccc(C[C@H]2CNCCN2CCc2cccc3ccccc23)cc1	0	-1.6	-10	-4	5	13	-1	-7	i
O=C(NNC(=S)Nc1ccccc1)c1cccc(S(=O)(=O)N2CCOCC2)c1	1	1.2	-3	0	17	-8	3	5	i
O=C(COc1ccc([N+](=O)[O-])cc1)N/N=C/c1ccccn1	0	1.3	20	0	-8	-3	-8	1	i
COc1ccc(Cl)cc1NC(=O)C/C(C)=N/NC(=O)c1ccccc1[N+](=O)[O-]	-4	0.1	-4	-2	12	-5	4	4	i
CCOC(=O)CC(NC(=O)c1ccco1)c1ccc(C)cc1 (configuration not stated)	-1	-0.7	-5	-1	-3	-2	-3	0	i
CCCCn1c(CNC(C)=O)nc2ccccc21	1	-0.8	-6	-1	4	-4	-2	5	i
COc1ccc(SCCN2CC[C@@H](NC(=O)OCc3ccccc3)CCC2=O)cc1	0	-0.3	-37	-4	21	4	8	4	i
